Screening data deposited in PubChem BioAssay by several laboratories.
V-ATPase pH – regulators of yeast V-ATPase proton transport. S. cerevisiae, pHLuorin cytosolic pH fluorescence. response, % at 10 µM. 350,000 tested, 0.37% active; in the data active = response mostly above about 7.3%, no sharp cut-off; inactive = mostly below about 5.4%; also: actives read high; inactives centre near 0; some compounds called inactive have numbers as strong as hits
CAL PDZ FP-1 – CAL PDZ (human) peptide binding inhibition. Q9HD26. purified CAL PDZ, TMR-peptide fluorescence polarization, 1 h. inhibition, % at 24.9 µM. 300,000 tested, 0.92% active. AID 602252;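 active = mean inhibition of at least 30% with at least half of replicates also reaching 30%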;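 also: 0% = DMSO neutral control and 100% = excess unlabeled competitor peptide PRC23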
DAGLB inh – blocks human DAGLB lipase activity. Q8NCG7. HEK293T DAGLB membrane lysate, EnzChek fluorogenic substrate. inhibition, % at 5.17 µM. 340,000 tested, 0.059% active. AID 504411; in the data active = inhibition above about 34%;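 also: 0% = enzyme with vehicle and 100% = wells lacking enzyme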
Target sequence (Q8NCG7 whole entry, looked up): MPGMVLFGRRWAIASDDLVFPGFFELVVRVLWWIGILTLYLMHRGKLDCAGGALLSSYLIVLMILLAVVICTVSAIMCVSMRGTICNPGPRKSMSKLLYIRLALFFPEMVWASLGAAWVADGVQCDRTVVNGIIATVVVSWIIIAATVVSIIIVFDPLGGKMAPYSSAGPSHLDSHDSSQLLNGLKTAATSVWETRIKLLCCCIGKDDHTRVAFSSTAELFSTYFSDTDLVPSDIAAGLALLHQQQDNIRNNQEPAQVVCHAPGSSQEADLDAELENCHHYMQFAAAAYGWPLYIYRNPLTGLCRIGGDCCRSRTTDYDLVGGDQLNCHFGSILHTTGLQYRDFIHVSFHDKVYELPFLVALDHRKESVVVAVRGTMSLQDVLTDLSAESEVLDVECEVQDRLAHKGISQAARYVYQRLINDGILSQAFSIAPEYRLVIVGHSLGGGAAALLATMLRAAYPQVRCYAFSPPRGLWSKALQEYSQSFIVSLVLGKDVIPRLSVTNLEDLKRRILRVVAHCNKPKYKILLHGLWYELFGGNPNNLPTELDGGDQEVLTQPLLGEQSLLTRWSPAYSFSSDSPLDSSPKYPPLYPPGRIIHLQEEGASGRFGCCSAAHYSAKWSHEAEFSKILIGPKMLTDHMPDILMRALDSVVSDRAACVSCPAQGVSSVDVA
C-LANA FP – inhibitors of KSHV LANA C-terminal domain DNA binding. MBP-C-LANA/FAM-LBS DNA binding, fluorescence polarization. 340,000 tested, 0.078% active. inhibition, % at 9 µM. AID 504423;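 active = highest replicate inhibition at or above 60% at 9 µM, even if other replicates fall short; inactive = all replicates below 60% inhibition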;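 also: 0% = neutral control wells and 100% = 4 µM acridine orange control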
RTF Ca sens inh – cardiac RTF calcium desensitization. P19429+P45379. IANBD-labeled cardiac RTF, Ca2+ fluorescence. inhibition, % at 7.15 µM. 340,000 tested, 0.12% active. AID 493244;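 active = inhibition above the mean inhibition of all tested compounds plus 3 SD, cut at about 17% in these data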;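 also: assay run at fixed EC70 calcium of 1.6 mM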
Keap1-Nrf2 PPI – Keap1-Nrf2 (human) interaction inhibition | Q14145 | Keap1 Kelch-Nrf2 peptide fluorescence polarization, 1536-well | inhibition, % at 9.4 µM | 340,000 tested, 0.15% active | AID 504523; in the data active = inhibition above about 12%;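 also: human Keap1 Kelch domain with fluorescein labeled Nrf2 9mer peptide probe; 0% = neutral control wells and 100% = peptide positive control; higher means more block of Keap1 binding to Nrf2 peptide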
Pemphigus Ab inh – human desmoglein-3 autoantibody binding inhibition | P32926 | DSG3-coupled beads, scFv-anti-DSG3-GFP binding, flow cytometry; hits give low values | binding (percent of control), % at 10 µM | 310,000 tested, 0.48% active;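 active = binding more than 3 SD below its plate's average and above zero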;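 also: hits lower antibody fragment binding to DSG3; some compounds called inactive have numbers as strong as hits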
CAL PDZ FP-2 – inhibitors of human CAL PDZ peptide binding; purified CAL PDZ, TMR-peptide fluorescence polarization, 1 h; inhibition, % at 20 µM; 330,000 tested, 0.02% active; AID 504414;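 active = highest replicate inhibition of at least 40%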;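 also: plate controls were DMSO neutral control wells for no effect and unlabeled competitor peptide control wells for full effect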
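Material: tagged CAL PDZ protein CerCALP, purified; buffer or medium: sodium phosphate/NaCl buffer pH 7.4 with TCEP, IgG, Thesit; also added: fluorescent TMR peptide probe; schedule: 1 h incubation at room temperature before polarization reading; technique: fluorescence polarization from S- and P-plane intensities, G-factor corrected; control set: unlabelled peptide and DMSO controls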
Arr AP2 block – blocks beta-arrestin peptide binding to AP2 adaptin. FITC-arrestin peptide / GST-AP2 beads, flow cytometry; AP2 beta2 appendage carries R879A mutation. inhibition, % at 10 µM. 340,000 tested, 0.31% active;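 active = inhibition above a set limit, near 3 SD of compounds lacking own fluorescence, cut at about 54% in these data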;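 also: plate controls were DMSO wells for no effect and 5 µM unlabelled arrestin peptide for full effect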
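System: GST-AP2 R879A bound to glutathione beads, E. coli-expressed. Also added: 50 nM FITC-arrestin peptide. Schedule: compound with beads 12 min RT, then probe 1 h RT. Signal: bead flow cytometry, FITC channel. Read-out basis: percent response.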
NSD2 inh – inhibitors of human histone methyltransferase NSD2. O96028. NSD2 peptide methylation, AlphaScreen, 120 min. inhibition, % at 12.5 µM. 310,000 tested, 0.54% active; in the data active = inhibition above about 50%
The depositor's hits bear a star; · = not tested or not shown.

SMILES	V-ATPase pH	CAL PDZ FP-1	DAGLB inh	C-LANA FP	RTF Ca sens inh	Keap1-Nrf2 PPI	Pemphigus Ab inh	CAL PDZ FP-2	Arr AP2 block	NSD2 inh
CCN(CC(=O)NC(C)(C)C)C(=O)CN1c2cccc3cccc(c23)S1(=O)=O	3	3	1	0.7	-2	-2	96	-0.5	12	0
Cc1nc2ccc(NC(=O)COc3ccccc3[N+](=O)[O-])cc2s1	-1	6	·	-0.8	·	1	102	-1.6	2	-4
CC(C)(C)C1CCC(C(=O)OCC(=O)c2ccc[nH]2)CC1 (configuration not stated)	1	1	-5	-0.6	-2	3	99	-0.8	0	30
CCOc1ccc(-c2ccc(SCC)nn2)cc1	-1	-3	-6	0.4	9	-2	101	-1.4	-8	-8
CCOc1ccc(S(=O)(=O)N2CCC(C(=O)OC(C)C(=O)NC3CCCCC3C)CC2)cc1 (configuration not stated)	-2	4	-1	2.6	-2	3	103	0.3	9	2
COc1cc(C2C3=C(Nc4nc(N)[nH]c(=O)c42)c2ccccc2C3=O)ccc1O (configuration not stated)	1	-5	3	-0.2	-13	-1	88	-0.2	-7	11
CS(=O)(=O)N1CCN(C(=O)c2ccccc2)C1	-1	-1	1	0.5	0	0	95	-0.2	14	-11
Cc1nc(NC(=O)CN(C)S(=O)(=O)c2ccc(Cl)cc2)sc1C	-5	-1	1	-1.2	1	-3	96	0.1	32	6
CC(C)NS(=O)(=O)c1ccc(OCC(=O)NCc2cccnc2)cc1	3	-3	-1	0.2	-6	-3	102	0.2	2	·
CCCn1c(N)c(N(CCOC)C(=O)c2cc3c(s2)CCCCC3)c(=O)[nH]c1=O	2	1	2	-0.5	-5	-2	96	-2.8	-10	-2
Fc1cccc(NC(=S)NCc2ccccn2)c1	-4	21	0	1.4	7	5	97	-0.6	2	1
Cc1cccc(NC(=O)C(=O)NCCCN2CCOCC2)c1	1	·	1	0.0	3	-2	98	-0.3	5	-4
COc1ccc(-c2nc(CS(=O)(=O)CC(=O)NCc3ccc4c(c3)OCO4)c(C)o2)cc1	-11	-1	-4	0.2	-2	-4	101	-2.7	-15	17
Cc1ccc(N2CC(NS(=O)(=O)c3cccs3)CC2=O)cc1 (configuration not stated)	5	-2	2	0.3	0	-1	102	-0.6	-13	0
CCc1nn(CC(=O)N2CCN(CC)CC2)c(=O)c2cccn12	-1	·	3	2.2	-2	-3	99	-0.4	11	·
CCN(CC)c1ccc(/C=N/N2CCN(c3ccccc3OC)CC2)cc1	-2	-4	-5	-3.3	1	-3	117	-1.7	15	13
CCC1Oc2ccc(C)cc2N(CC(=O)NCCCN2CCCC2)C1=O (configuration not stated)	-2	36*	1	1.6	4	-2	108	0.2	17	8
COc1cc(OC)cc(C(=O)N[C@H](C(=O)OCC(=O)Nc2ccc(F)c(F)c2)C(C)C)c1	0	1	-4	2.3	-1	-2	90	-0.4	6	32
O=C1CCCN1CC1CCN(Cc2nc(CC3CC3)no2)CC1	-3	-3	0	0.0	-8	-2	99	-3.5	1	3
COc1ccc(NC(=O)COc2ncnc3ccccc23)cc1S(=O)(=O)N1CCOCC1	-6	-2	-2	-0.3	0	0	121	-1.1	12	-2
CCOc1ccc(CC(=O)Nc2ccc(S(=O)(=O)N3CCCC3)cc2)cc1	5	-1	-3	-0.7	2	-1	117	-2.4	-13	-2
Cc1ccc(OCCn2c(SCCO)nc3c(N)ncnc32)cc1	-2	-1	-2	-1.0	-4	-5	87	-1.7	-4	-3
Cn1cc(C(F)(F)F)nc1-c1ccc(OCC(O)CNCCOc2ccc(O)c(C(N)=O)c2)cc1 (configuration not stated)	-26	-2	0	4.0	6	1	·	-0.8	-7	·
CCc1ccc(OCCOCCN2CCN(C)CC2)cc1	-2	·	1	0.0	-6	-4	115	1.2	9	-2
CC(C)c1nnc(SCC(=O)N2CCc3ccccc32)n1N	-1	0	-4	-1.9	-2	-1	101	-1.1	-2	·
(listing goes on)
SMILES	V-ATPase pH	CAL PDZ FP-1	DAGLB inh	C-LANA FP	RTF Ca sens inh	Keap1-Nrf2 PPI	Pemphigus Ab inh	CAL PDZ FP-2	Arr AP2 block	NSD2 inh
Cc1c(N/C=C/C(=O)c2ccc(Cl)cc2)c(=O)n(-c2ccccc2)n1C	-2	-12	1	0.1	3	-7	103	0.0	-6	6
Cc1sc2nc(COC(=O)c3cccc(S(=O)(=O)N(C)c4ccccc4)c3)[nH]c(=O)c2c1C	6	-5	7	-8.6	-23	-33	117	-1.5	-6	0
O=C(CN1C(=O)c2ccccc2S1(=O)=O)c1ccc(Cl)cc1Cl	-6	-6	-4	-1.6	1	8	·	-2.5	-7	3
COc1cccc(OC)c1C(=O)Nc1ccccc1Sc1ccccc1	-2	·	·	·	·	·	103	·	10	-4
CC1Cc2ccccc2N1C(=O)CSc1nnnn1C(C)C (configuration not stated)	-2	0	1	-1.7	-6	-5	102	-2.5	-6	-2
COc1ccccc1C(=O)NNC(=O)c1csc(N2CCOCC2)n1	1	·	1	0.2	-10	0	91	-0.7	-14	0
COc1ccccc1-c1noc(CSc2nc(C)cc(=O)[nH]2)n1	-1	-2	-1	2.8	3	-1	97	-0.6	1	-3
OCC1(CC2CCCCO2)CCN(Cc2ccccc2-c2ccco2)CC1 (configuration not stated)	12	0	1	1.1	-1	3	108	·	8	2
COc1cccc(OCCNS(=O)(=O)c2cccc([N+](=O)[O-])c2)c1	-1	·	1	2.1	-14	-4	·	-1.2	0	0
O=c1c(Cc2ccc(F)cc2)c(O)ccn1CCCn1ccnc1	-5	·	0	-0.2	-6	-1	95	-0.5	-2	-1
CCCCCCn1c(N)c(C#N)c2ccc([N+](=O)[O-])cc2c1=O	1	·	-1	1.0	1	-3	94	0.7	1	9
CCC1CCc2sc(C(=O)NCc3ccccn3)cc2C1 (configuration not stated)	1	-4	-1	-2.4	2	0	·	-4.5	3	0
COc1cccc(C(=O)C2CCCN(Cc3cccc(OCCO)c3)C2)c1 (configuration not stated)	7	0	-3	0.6	-5	0	107	·	32	-2
Cc1nn(Cc2ccccc2)c(C)c1NC(=O)c1cc(-c2ccco2)on1	1	·	2	0.0	-6	-2	99	-3.5	2	-1
Cc1cc(C)cc(NC(=O)C(Nc2ccccc2)c2ccccc2)c1 (configuration not stated)	-4	-1	-4	0.0	2	-2	113	-0.1	-1	-1
COc1ccccc1N(C)S(=O)(=O)c1ccc(C(=O)OCC(N)=O)cc1	2	-5	0	0.3	-4	-2	107	-1.4	-12	-3
Cc1ccc(NC(=O)c2ccc3c(c2)OCO3)cc1Cl	1	-1	-4	-0.6	6	-4	104	-0.7	-9	-3
CCOc1ccc2c(c1)c(N=NC(N)=S)c(O)n2C	-1	4	8	13	-8	1	91	-0.2	-1	1
Cc1cc(Br)ccc1NC(=O)CN1C(=O)C2C3CC(c4ccccc4)C(C3)C2C1=O (configuration not stated)	6	5	-6	0.3	-1	6	100	·	2	-6
CC1OC23CCCCC2C(C#N)(C(=N)O3)C1(C#N)C#N (configuration not stated)	1	-2	-3	7.9	-9	5	108	·	-1	·
COc1ccc(N2C(=O)CC(N3CCC(O)(c4ccc(Cl)cc4)CC3)C2=O)cc1 (configuration not stated)	-4	1	1	-0.9	-1	-6	98	-0.9	33	-4
O=C(Nc1ccc(S(=O)(=O)Nc2ncccn2)cc1)C1=NN(c2ccccc2)C(=O)CC1	-4	0	-1	-0.4	-6	-3	100	-3.6	3	14
O=C(CN1C(=O)NC2(CCCC2)C1=O)Nc1ccccc1-c1ccccc1	-1	-11	2	1.0	6	-1	100	-1.4	-9	0
Cc1c(C(=O)Nc2nnc(C3CC3)s2)oc2c(Cl)cccc12	1	-4	2	1.3	-14	-3	101	-4.3	-3	-2
CCOC(=O)C1=C(O)C(=O)N(Cc2ccccc2)C1	2	-1	1	0.3	-5	-3	99	-0.9	-3	-1
Cc1ccc(CCNC(=O)C2CCN(S(=O)(=O)c3cccc4cccnc34)CC2)cc1	-2	3	0	0.1	3	4	95	-2.6	-9	0
COc1ccc(NC(=S)NCC(c2cccnc2)N2CCOCC2)cc1 (configuration not stated)	-2	-3	-2	0.3	4	4	94	-2.5	43	-1
COCCCNC(=S)NNC(=O)Cn1nc(C)c(Br)c1C	-4	-3	1	-0.8	-3	-3	101	-0.4	43	-3
CCC(OC(=O)c1nsc(Cl)c1Cl)C(=O)NCCc1ccccc1 (configuration not stated)	6	-4	1	1.2	-2	-1	98	-2.1	-1	-3
CCCCn1c(N)c(N(CCOC)C(=O)COC(=O)C(C)(C)Oc2ccc(Cl)cc2)c(=O)[nH]c1=O	-6	·	2	2.0	-14	-1	114	0.7	7	-1

Some of the entries so far, field by field.
> Cc1nn(Cc2ccccc2)c(C)c1NC(=O)c1cc(-c2ccco2)on1
  V-ATPase pH: 1	CAL PDZ FP-1: ·	DAGLB inh: 2	C-LANA FP: 0.0	RTF Ca sens inh: -6	Keap1-Nrf2 PPI: -2	Pemphigus Ab inh: 99	CAL PDZ FP-2: -3.5	Arr AP2 block: 2	NSD2 inh: -1
> Cc1cc(C)cc(NC(=O)C(Nc2ccccc2)c2ccccc2)c1 (configuration not stated)
  V-ATPase pH: -4	CAL PDZ FP-1: -1	DAGLB inh: -4	C-LANA FP: 0.0	RTF Ca sens inh: 2	Keap1-Nrf2 PPI: -2	Pemphigus Ab inh: 113	CAL PDZ FP-2: -0.1	Arr AP2 block: -1	NSD2 inh: -1

Grouped by structure: those above containing a Cl atom
SMILES	V-ATPase pH	CAL PDZ FP-1	DAGLB inh	C-LANA FP	RTF Ca sens inh	Keap1-Nrf2 PPI	Pemphigus Ab inh	CAL PDZ FP-2	Arr AP2 block	NSD2 inh
Cc1nc(NC(=O)CN(C)S(=O)(=O)c2ccc(Cl)cc2)sc1C	-5	-1	1	-1.2	1	-3	96	0.1	32	6
Cc1c(N/C=C/C(=O)c2ccc(Cl)cc2)c(=O)n(-c2ccccc2)n1C	-2	-12	1	0.1	3	-7	103	0.0	-6	6
O=C(CN1C(=O)c2ccccc2S1(=O)=O)c1ccc(Cl)cc1Cl	-6	-6	-4	-1.6	1	8	·	-2.5	-7	3
Cc1ccc(NC(=O)c2ccc3c(c2)OCO3)cc1Cl	1	-1	-4	-0.6	6	-4	104	-0.7	-9	-3
COc1ccc(N2C(=O)CC(N3CCC(O)(c4ccc(Cl)cc4)CC3)C2=O)cc1 (configuration not stated)	-4	1	1	-0.9	-1	-6	98	-0.9	33	-4
Cc1c(C(=O)Nc2nnc(C3CC3)s2)oc2c(Cl)cccc12	1	-4	2	1.3	-14	-3	101	-4.3	-3	-2
CCC(OC(=O)c1nsc(Cl)c1Cl)C(=O)NCCc1ccccc1 (configuration not stated)	6	-4	1	1.2	-2	-1	98	-2.1	-1	-3
CCCCn1c(N)c(N(CCOC)C(=O)COC(=O)C(C)(C)Oc2ccc(Cl)cc2)c(=O)[nH]c1=O	-6	·	2	2.0	-14	-1	114	0.7	7	-1

These rows are one share of the data (hit frequency here may not be typical).
